Bioassay records deposited in PubChem BioAssay by National Center for Advancing Translational Sciences (NCATS).
S-ASM inh – Inhibitors of Secretory Acid Sphingomyelinase (S-ASM): qHTS; Sphingomyelin phosphodiesterase (Homo sapiens), P17405; placental ASM, HMU-PC fluorogenic substrate, 60 min; Potency, µM (top dose mostly 57.5 µM), for inactives: at the top dose activity change, negative = inhibition, actives largely listed as inhibitors; 340,000 tested, 0.006% active; AID 504937, 2011; note: potency is the fitted concentration of half-maximal effect
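Fluorescence read-out (Ex 386 nm, Em 447 nm) after stopping the reaction at pH 10. Enzyme: ASM from human placenta; substrate HMU-PC0, 9 uM final; 60 min, 37 °C. Compound preincubation 10 min, ambient temperature.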
CXXC DNA block – qHTS Fluorescence Polarization Assay for Inhibitors of MLL CXXC domain - DNA interaction | Histone-lysine N-methyltransferase 2A (Homo sapiens), Q03164 | Potency, µM (doses to about 115 µM), for the others: at the top dose activity change, negative = inhibition, actives largely listed as inhibitors | AID 2662, 2010 | 290,000 tested, 0.037% active | MLL-CXXC / FITC-HOXA9 DNA fluorescence polarization; active = well fitted inhibition curve with a large enough effect in the polarisation, with a control signal flat, not every such curve was filed as active; inconclusive = small, poorly fitted or top-dose-only effect, or effect the other way, or a change in a side signal; inactive = no such curve, though single readings can be large or run the other way; the % refers to the polarisation; note: potency is the fitted concentration of half-maximal effect
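Fluorescence polarization: 7 uM MLL-CXXC (stock) preincubated 5 min with compounds, then 50 nM fluorescein-HOX-A9 DNA (stock) added; 30 min ambient. Buffer 50 mM Tris-HCl pH 7.5, 50 mM NaCl, 1 mM DTT, 0.05% BSA.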
Mito fusion yeast – qHTS Assay for Small Molecule Inhibitors of Mitochondrial Division or Activators of Mitochondrial Fusion | AID 485298, 2010 | Potency, µM (top dose mostly 46.1 µM), for inactives: top-dose growth rescue (activation), actives largely listed as activators | 320,000 tested, 0.23% active | S. cerevisiae fusion-defective mutant growth rescue, CellTiterGlo 48 h;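 note: potency is the fitted concentration of half-maximal effect; % of control where 0% means no effect; nearly all actives have a fitted effect of over 45% in size; temperature-sensitive fusion mutants such as fzo1-1 at 37 °C on non-fermentable ethanol glycerol medium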
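Growth-rescue viability read-out: after 48 h at the non-permissive 37C in glycerol/ethanol YPEG, yeast mitochondrial fusion mutants are measured by CellTiterGlo luminescence; compounds (23 nl pinned per well) restoring growth score as division inhibitors or fusion activators.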
AT treatment – qHTS Assay for Identifying a Potential Treatment of Ataxia-Telangiectasia; […] A-T fibroblasts, KAP-1 phosphorylation AlphaLISA; neocarzinostatin DNA damage 30 min before lysis; Potency, µM (series often up to 57.5 µM), for inactives: at the top dose activation, hits mostly activators; 320,000 tested, 0.19% active; note: potency is the fitted concentration of half-maximal effect; % of control where 0% means no effect; nearly all actives have a fitted effect of over 45% in size
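ATM-like activity read as KAP-1 phosphorylation via AlphaLISA donor/acceptor antibody pairs after lysis and 6 hr at 25C. Cells were ATM-null patient fibroblasts ([…], hTERT), dosed 60 min, then exposed to the DSB inducer NCS for 30 min.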
Menin-MLL TR inh – qHTS Assay for Inhibitors Targeting the Menin-MLL Interaction in MLL Related Leukemias: Competition With Texas Red Labeled MLL-derived Mutant Peptide | Menin + Texas Red MLL mutant peptide, fluorescence polarization | O00255 | Potency, µM (highest dose often 61.6 µM), without a hit: at the highest dose FP activity change, negative = inhibition, most hits filed as inhibitors | 270,000 tested, 0.23% active | AID 1768, 2009; active = well fitted inhibition curve with a large enough effect in the polarisation, with a control signal flat, not every such curve was filed as active; inconclusive = small, poorly fitted or top-dose-only effect, or effect the other way, or a change in a side signal; inactive = no such curve, though single readings can be large or run the other way; the % refers to the polarisation; note: potency is the fitted concentration of half-maximal effect; % of control where 0% means no effect; many of its hits are not listed in these tables
a7 integrin act – qHTS for Activators of Integrin-Mediated Alleviation for Muscular Dystrophy. alpha7betagal myoblasts, beta-gal FDG fluorescence, 48 h. Potency, µM (titrated, usually from 38.3 µM), without a hit: at the top dose activation, actives largely listed as activators. 350,000 tested, 0.064% active. AID 624291, 2012;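 note: potency is the fitted concentration of half-maximal effect; 100% = response of the positive control SU9516; nearly all actives have a fitted effect of over 60% in size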
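alpha7betagal+/- myoblasts (passage 13, 250/well) treated 48 h at 37C with compounds at 1:260 dilution of DMSO stock. Lysed, then beta-galactosidase activity read as FDG fluorescence (ex 480/em 540) after 30 min, with pre-read for autofluorescence.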
MBNL1 CUG block – qHTS Assay for Inhibitors of MBNL1-poly(CUG) RNA binding; TR-FRET MBNL1-His/biotin-(CUG)12 binding, 665/545 ratio; Potency, µM (top dose mostly 57.5 µM), inactives show at the top dose activity change, negative = inhibition, hits mostly inhibitors; 280,000 tested, 0.036% active; AID 2675, 2010; active = well fitted inhibition curve with a large enough effect in the signal ratio, with a control signal flat, not every such curve was filed as active; inconclusive = small, poorly fitted or top-dose-only effect, or effect the other way, or a change in a side signal; inactive = no such curve, though single readings can be large or run the other way; the % refers to the signal ratio; note: potency is the fitted concentration of half-maximal effect; % is set by controls: 0 for no effect and ±100 for the full control effect
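Compounds (final 92 nM to 58 uM) are added to His-tagged MBNL1 and biotin-(CUG)12, then terbium anti-His antibody and streptavidin-XL665 (5 nM final). After 60 min at room temperature, the 665/545 nm ratio is read.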
TSHR antagonist – Antagonists of the Thyroid Stimulating Hormone Receptor: HTS campaign. TSHR-expressing cells, TSH-stimulated cAMP HTRF, 2 h; hits give low values. activity change, negative = inhibition, % at 11.5 µM. 330,000 tested, 0.2% active;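 active = activity change below a set negative limit, meaning inhibition stronger than a set level, cut at about -70% in these data; inconclusive = activity change between two set negative limits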; note: % is set by controls: 0 for no effect and ±100 for the full control effect
Target sequence (P16473 whole entry, looked up): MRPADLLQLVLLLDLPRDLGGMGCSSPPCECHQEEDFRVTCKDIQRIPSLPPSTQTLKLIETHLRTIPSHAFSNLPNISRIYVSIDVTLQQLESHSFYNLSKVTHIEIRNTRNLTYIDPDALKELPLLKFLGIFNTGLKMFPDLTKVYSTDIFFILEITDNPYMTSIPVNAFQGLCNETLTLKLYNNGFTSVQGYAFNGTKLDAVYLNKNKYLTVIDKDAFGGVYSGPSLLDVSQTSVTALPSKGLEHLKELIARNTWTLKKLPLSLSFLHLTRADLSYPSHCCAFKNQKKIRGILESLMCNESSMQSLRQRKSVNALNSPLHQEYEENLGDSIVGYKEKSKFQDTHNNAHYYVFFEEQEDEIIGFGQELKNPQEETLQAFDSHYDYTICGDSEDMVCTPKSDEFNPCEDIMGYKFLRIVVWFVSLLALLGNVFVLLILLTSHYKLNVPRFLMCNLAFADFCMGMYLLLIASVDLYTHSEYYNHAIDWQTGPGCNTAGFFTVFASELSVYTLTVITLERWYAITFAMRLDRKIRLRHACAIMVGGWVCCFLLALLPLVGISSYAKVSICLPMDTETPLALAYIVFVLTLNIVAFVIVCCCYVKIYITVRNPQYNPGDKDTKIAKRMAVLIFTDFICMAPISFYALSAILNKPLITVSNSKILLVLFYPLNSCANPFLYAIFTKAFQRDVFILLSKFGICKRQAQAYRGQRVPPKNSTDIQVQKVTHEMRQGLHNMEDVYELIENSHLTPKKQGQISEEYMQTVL
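Antagonism was scored as loss of TSH-driven cAMP in TSHR cells, stimulated with 4nM TSH (EC80) for 2 hours at 37 deg C and detected by homogeneous HTRF competition immunoassay.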
TSG101-PTAP inh – qHTS Assay for Iinhibitors of HIV-1 Budding by Blocking the Interaction of PTAP/TSG101. Fluorescence polarization, FITC-PTAP peptide / Tsg101 binding. Tumor susceptibility gene 101 protein (Homo sapiens), Q99816. Potency, µM (series often up to 115 µM), for the others: at the highest dose activity change, negative = inhibition, most hits filed as inhibitors. AID 493005, 2010. 340,000 tested, under 10 active; active = well fitted inhibition curve with a large enough effect in the main read-out, with a control signal flat, not every such curve was filed as active; inconclusive = small, poorly fitted or top-dose-only effect, or effect the other way, or a change in a side signal; inactive = no such curve, though single readings can be large or run the other way; note: potency is the fitted concentration of half-maximal effect; % of control where 0% means no effect
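Fluorescence anisotropy tracks displacement of a FITC-tagged PTAP peptide (50 nM) from the Tsg101 binding domain (10 uM), following a 20 min room-temperature incubation at pH 7.5.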
TCR act – Activators of T cell receptors: qHTS campaign. primary human leukocytes, anti-CD3, IL-2 HTRF, 48 h. Potency, µM (titrated, usually from 9.22 µM), for inactives: at the top dose activation of IL-2 secretion, most hits filed as activators. 330,000 tested, under 10 active; note: % of control where 0% means no effect
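1) Mix primary human leukocytes, a-CD3 beads and compound. 2) Incubate 48 hr. 3) Add HTRF IL-2 reagents (a-IL-2-K, a-IL-2-d2).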
Numbers without * were called inactive; ? = inconclusive; · = no result given; & = joins results of further samples; [ ] = remark or other dose. Unless noted, calls come from the whole dose curve; as a rule, active = well fitted curve in the direction sought with a large enough effect; inconclusive = small, poorly fitted or top-dose-only effect, or another doubt; inactive = no such curve, though single readings can be large; an effect the other way counts as inactive or inconclusive. These rows are one share of the data, so the mix of outcomes need not match the whole.

SMILES | S-ASM inh | CXXC DNA block | Mito fusion yeast | AT treatment | Menin-MLL TR inh | a7 integrin act | MBNL1 CUG block | TSHR antagonist | TSG101-PTAP inh | TCR act
CC(C)Cc1nc(SCC(=O)N2CCCCC2)c2c(=O)n(C)c(=O)n(C)c2n1 | -3.4% | -0.2% | -1.2% | 2.0% | · | -0.3% | 4.7% | -22.6 | 4.5% | 5.1%
COC(=O)/C(C#N)=C1/C=Cc2ccccc2N1 | 15.8% | -0.5% | -0.2% | -4.0% | -16.8% | 16.7% | ? | -0.5 | 1.7% | -5.3%
O=Cc1ccc(OCC(=O)Nc2ccccc2C(F)(F)F)cc1 | 1.4% | -6.3% | 3.1% | 0.4% | -20.8% | 14.4% | -9.3% | -3.6 | 2.4% | 4.1%
COc1ccc(C(=O)N2CCC(C(=O)NCc3ccccn3)CC2)cc1 | 2.1% | -7.3% | 1.0% | 1.4% | 1.7% | 8.1% | -6.0% | -1.9 | -1.1% | 1.5%
Cc1cc(N2CCC(C(=O)NC3CCCCC3)CC2)nc(-c2ccccc2)n1 | -0.9% | -1.4% | -0.2% | -7.9% | 15.0% | -7.9% | 6.7% | -7.2 | -2.5% | 3.1%
Cc1ccc(S(=O)(=O)NC(=O)Nc2cc(C(C)(C)C)on2)cc1 | 3.2% | -5.2% | -1.8% | 3.4% | · | 17.8% | · | -0.3 | -0.9% | 12.7%
CC(C(=O)NCC1CCCO1)N(C(=O)c1snc(C(N)=O)c1N)c1ccccc1 (centres undefined) | 321.0%[activator] | 10.2% | -4.7% | -2.0% | 1.4% | -5.8% | ? | 8.4 | -1.3% | -2.9%
Cc1ccccc1/C=C1\CCCc2ccccc2C1=O | -6.1% | 6.2% | 22.3% | 11.2% | -0.5% | -35.3% | -14.2% | -2.9 | -4.4% | -0.9%[46.1 µM]
O=Cc1c[nH]c2ncccc12 | 1.4% | 35.7%[activator] | 10.7% | 36.4% | -14.5% | 10.8% | -6.8% | 2.4 | -4.1% | -4.0%
CC(NC(=O)c1ccccc1Cl)C(=O)NCc1cccs1 (centres undefined) | 1.1% | · | 7.9% | 0.7% | · | 18.4% | · | 17.9 | -4.0% | -3.0%
O=C(CCSc1ccccc1)N1CCN(C(=O)c2ccco2)CC1 | 5.2% | -4.4% | -0.8% | · | -12.7% | 30.9% | -1.3% | -2.8 | -9.7% | -1.6%
NS(=O)(=O)c1ccc(NC(=O)COC(=O)CCc2c[nH]c3ccccc23)cc1 | -1.3% | -0.1% | -7.9% | 2.7% | 1.6% | 3.0% | -7.5% | 5.1 | -3.0% | 2.0%
O=[N+]([O-])c1cccc2cn[nH]c12 | -4.3% | 16.2%&-3.9% | -18.3%&1.2% | 1.5% | ? | · | ? | -12.2&10.8 | -5.0% | -0.2%
CCN(CC(=O)Nc1ccccc1C(F)(F)F)C(=O)c1cc(S(=O)(=O)N2CCCCCC2)ccc1OC | 0.8% | · | 1.3% | -5.1% | · | -0.8% | · | 3.5 | -1.9% | 1.8%
Cc1ccccc1CS(=O)(=O)CCC(=O)O | 4.1% | 2.3% | 25.7% | 6.3% | -0.7% | 12.2% | -8.4% | 6.9 | -3.4% | 4.0%
O=C(CSc1nc2ccccc2c(=O)n1-c1ccccc1)NCc1ccc2c(c1)OCO2 | 2.1% | ? | 6.0% | 0.3% | -12.1% | -6.1% | -15.7% | 25.9 | -7.0% | ·
COc1ccccc1N(CC(=O)Nc1cccnc1)S(C)(=O)=O | -0.5% | -6.1% | 5.2% | -1.5% | -3.5% | 2.7% | -3.5% | 0.1 | -1.7% | -2.6%
CC1=CC(c2ccc(Cl)cc2)n2nc(NC(=O)CCC(=O)O)nc2N1 (centres undefined) | · | 7.1% | -3.5% | 6.7% | · | -9.1% | 24.0% | -3.5 | 0.6% | 1.9%
CC(=O)Nc1ccc(NC(=O)CSc2nccn2Cc2ccco2)cc1 | -2.3% | -2.9% | -0.5% | 8.2% | · | 4.2% | -4.0% | -5.1 | 0.6% | 1.7%
O=C(/C=C\Nc1ccc2c(c1)OCO2)c1cccs1 | -4.4% | -15.8% | -0.6% | 0.5% | ? | 10.7% | ? | -4.6 | -3.2% | 13.2%
CC(C)OC(=O)c1c2c(n3ccccc13)C(=O)c1ccccc1C2=O | -26.6% | 16.2% | 13.5% | 6.7% | ? | -28.8% | 6.3% | 0.7 | ? | -7.0%[46.1 µM]
OCCC1CN(Cc2ccc3ncccc3c2)CCN1Cc1ccccc1 (centres undefined) | 4.7% | -2.2% | -0.8% | 6.8% | 0.4% | -23.6% | -4.4% | 10.1 | -2.9% | ·
Cc1cc(N/N=C/c2c[nH]c3ccccc23)c2ccccc2n1 | 8.3% | 4.4% | -1.6% | 0.8% | ? | ? | -0.5% | 5.8 | -0.3% | -19.5%
Cc1cnc(C(=O)OC(C)C(=O)Nc2ccccc2-c2ccccc2)cn1 (centres undefined) | 1.0% | · | -6.4% | 14.3% | · | 19.7% | · | 3.2 | -3.5% | 4.4%
COc1cc(C2c3cc4c(cc3OC(NCc3ccccc3)C2C)OCO4)cc(OC)c1OC (centres undefined) | 1.1% | · | · | · | · | -19.0% | · | · | -2.1% | -2.3%
COc1cccc(C2C(C(=O)c3cc4ccccc4o3)=C(O)C(=O)N2CCN2CCOCC2)c1 (centres undefined) | 6.3% | -10.1% | 10.2% | 1.4% | -6.4% | -25.9% | ? | 25.7 | -1.8% | 5.6%
Cc1ccc(CNC(=O)CCn2nc(-c3ccc(Cl)cc3)ccc2=O)cc1 | -1.3% | 5.7% | 4.1% | 8.9% | -0.3% | -3.6% | 8.7% | -0.4 | · | ·
O=C(Nc1ccc(F)cc1)Nc1nnc(Cc2ccccc2F)s1 | 0.2% | 62.0%[activator] | 3.5% | 4.1% | ? | 12.1% | -2.4% | -10.7 | 0.3% | ·
Cc1cc(C(=O)COc2ncnc3sccc23)c(C)n1C | 2.5% | -1.3% | -1.2% | -4.9% | -4.6% | -19.6% | 8.7% | -1.1 | -2.4% | -8.1%
COc1ccc(-c2cc(C(=O)Nc3c(C)nn(Cc4ccccc4Cl)c3C)no2)cc1 | 3.2% | -11.5% | 0.0% | 4.8% | -2.8% | 13.0% | 8.4% | -3.7 | -1.2% | 2.8%
COc1ccc(NC(=O)CS(=O)(=O)c2ccc(Br)cc2)cc1 | 24.7% | -1.9% | -10.9% | -1.8% | 4.2% | -22.9% | 6.9% | -6.2 | -6.0% | 0.6%
CCOC(=O)N1CCN(S(=O)(=O)c2ccc(C)cc2)C1c1ccc(OC)cc1 (centres undefined) | -2.1% | 10.9% | 3.3% | 24.2% | 11.3% | 0.5% | -12.7% | 10.3 | -4.8% | -2.5%
Cc1ccc(C(=O)Nc2cc3[nH]c(=O)oc3cc2C)cc1 | -1.5% | -2.4% | 3.7% | -0.6% | -27.1% | 24.8% | -1.2% | -3.6 | -1.7% | 9.4%
CCOC(=O)c1ccc(-c2c(-c3ccccc3OC)sc3ccc(OC)cc23)cc1F | -10.0% | · | · | 7.1% | · | 34.8% | · | 2.7 | -0.6% | 9.2%
Cc1ccc(S(=O)(=O)NCc2ccc(C(=O)N3CCN(Cc4ccccc4)CC3)cc2)cc1 | 4.1% | -4.8% | -0.5% | 1.6% | -16.3% | -16.4% | -2.3% | -8.4 | -4.9% | 3.7%
COc1ccc(C(=O)C2CCN(C(=S)NCC3CCCO3)CC2)cc1 (centres undefined) | 4.3% | -3.6% | 1.5% | 3.9% | 5.5% | -34.0% | -8.1% | -12.8 | -9.7% | -5.4%
COc1cccc(/C=N/NC(=O)C(=O)N/N=C/c2cccc(OC)c2OC)c1OC | 10.5% | 5.1% | -11.6% | 4.0% | 0.0% | 16.4% | -3.1%[11.5 µM] | -3.2 | -3.0% | 1.5%[46.1 µM]
